# NCI-60 one-dose screen, 48 h, at 10 µM unless noted. Numbers give growth in % (100 = growth as untreated, 0 = no growth, -100 = all killed).
# MCF7: MCF7 breast cancer. AID 1794796. actives 6.3% (n = 82,000)
# BT-549: BT-549 breast cancer. actives 4.4% (n = 78,000). AID 1794793
# HS 578T: HS 578T breast cancer | actives 4.1% (n = 78,000) | AID 1794788
# MDA-MB-231: MDA-MB-231 breast cancer. actives 5% (n = 81,000)
# K-562: K-562 leukemia; AID 1794777; actives 7.4% (n = 78,000)
# T-47D: T-47D breast cancer; actives 5% (n = 79,000)
# MDA-MB-468: MDA-MB-468 breast cancer. AID 2202374. actives 8.5% (n = 78,000)
# SR: SR leukemia cells | actives 8.7% (n = 73,000)
# * marks the source's active call; other numbers are inactive results; x = no result given; & = joins results of further samples; ! = not confirmed by another sample. The calls were made as follows: active = growth percent below 10; inactive = the rest.
Compound,MCF7,BT-549,HS 578T,MDA-MB-231,K-562,T-47D,MDA-MB-468,SR
ClCCN(CCCl)C(c1ccccc1)c1ccc(Cl)cc1 (centres undefined),x,93.7,x,75.7,42.6,103.3,35.1,5.7*
Cc1cccc(C)c1NC(=O)CN1CCCC1=O,104.2,117.4,109.2,108.0,x,100.2,112.9,119.4
CCc1cc2c(cc1O)C(C)(C)CCC2(C)C,93.1,99.3,103.7,x,92.4,88.6,118.1,90.1
O=C(CCN1CC=C(c2ccccc2)CC1)NCc1ccccc1,92.3,112.6,105.4,107.2,104.2,109.4,96.9,102.4
Cc1ccc(C(Cc2ccccc2)N2CCCC(C)C2)cc1 (centres undefined),92.6,91.7,104.8,107.6,89.0,81.2,100.9,82.4
c1ccc2c(C3N4CCCN3CC4)c[nH]c2c1 (centres undefined),88.8,105.8,103.0,93.6,100.1,96.6,94.8,105.2
COc1ccc(/C=C\c2cc(OC)c(OC)c(OC)c2)c(NS(=O)(=O)c2ccc(C)cc2)c1O,14.3,30.6,39.9,14.8,17.6,96.4,23.2,17.2
O=C1NC(=O)C(C2CCCCCC2)C(=O)N1,101.4,109.6,x,117.5,103.7,104.3,111.7,83.8
CC12CCC(O)CC1=CCC1C2CCC2(C)C(O)CCC12 (centres undefined),116.3,x,105.0,105.4,115.1,99.4,99.4,106.4
CNC(=O)Oc1cccc2ccccc12,94.7,x,100.3,89.2,97.5,105.9,107.6,94.1
C(=NC1CCCCC1)=NC1CCCCC1,87.2&100.0,91.1&113.0,91.8,88.3&97.2,69.0&97.8,14.6&103.8,-21.2*!,83.7&89.5
COc1ccc(C(=O)c2ccc([As]=O)cc2)cc1 (centres undefined),-20.3*,-99.6*,-1.5*,-71.0*,0.9*,-77.6*,-74.8*,-23.8*
O=C1NC(=S)NC(=O)C1Cc1ccccc1O,99.0,105.9,90.2,93.7,x,88.7,x,80.7
CCNC(C)Cc1ccccc1 (centres undefined),91.5,86.5,113.0,105.1,101.1,90.9,113.0,96.0
CC/C(=C\c1ccc(C(C)(C)C)cc1)[N+](=O)[O-],93.7,102.5,100.4,109.1,97.3,89.7,108.1,97.3
C1CN2CCOB(O1)OCC2,95.8,110.1,103.0,95.8,94.5,98.8,76.9,94.7
CC[C@H](C)[C@@H]([C@@H](CC(=O)N1CCC[C@H]1[C@H](OC)[C@@H](C)C(=O)N[C@H](C)[C@@H](O)c1ccccc1)OC)N(C)C(=O)[C@@H](NC(=O)[C@@H](NC)C(C)C)C(C)C,15.3,6.5*,28.9,16.9,11.0,87.3,37.0,13.8
S=P1(Oc2ccccc2)OCCO1,101.3,111.1,107.9,113.1,104.9,93.5,103.2,88.0
O=C1Nc2ccsc2C(c2ccccc2)=N[C@H]1Cc1ccccc1,66.2,92.2,92.8,79.5,67.8,87.5,80.3,49.9
CCCCN1CCc2ccccc2C1,88.8,102.5,105.0,98.3,109.2,95.7,93.9,105.4
O=C1NCC(Br)C(=O)N1 (centres undefined),95.1,92.8,89.7,99.1,88.8,92.0,x,95.7
ClC(CN1CCCCC1)C(Cl)c1ccccc1 (centres undefined),89.1,84.6,91.3,96.4,80.4,82.8,43.7,101.9
CCCC(C)(COC(N)=O)COC(=O)NC1CC1 (centres undefined),103.6,116.3,104.0,99.9,111.4,95.3,101.0,91.0
Nc1ccc(CNC(=O)Nc2ccc(S(=O)(=O)F)cc2)cc1,96.0,95.7,x,99.3,94.6,100.1,97.6,87.1
CC1=CC(O)C(O)C2(C)C1CC1OC(=O)CC3C(C)C(O)C(=O)C2C13CO (centres undefined),83.5,109.2,113.9,94.8,93.9,103.8,90.6,90.5
C1CN1CN1CC1,86.3,100.6,111.5,100.4,100.8,103.1,121.0,91.8
NC(=O)CNc1ccc([As]=[As]c2ccc(NCC(N)=O)cc2)cc1 (centres undefined),22.9,31.6,10.5,30.0,19.0,33.3,-7.0*,14.0
CCOC(=S)S,107.6,110.5,96.3,103.0,108.6,94.3,110.3,110.7
C[C@]12CCc3sc(Nc4ncccn4)nc3C1=CC[C@@H]1[C@@H]2CC[C@]2(C)C(=O)CC[C@@H]12,98.7,98.7,99.9,105.4,99.5,107.7,102.2,105.4
O=C1OCC(Cl)=C1Cl,95.9,116.4,100.7,109.6,96.3,99.6,105.8,x
CC1(C)COC(=O)C1Cl (centres undefined),98.5,112.5,114.0,105.6,92.3,104.4,102.4,97.4
COCOC1CCC2C3CCC4=CC(=O)CCC4=C3C=CC12C (centres undefined),111.0,117.1,88.2,91.5,104.1,109.3,112.7,109.8
NC(=O)Nc1ccc([As](Sc2ccccc2C(=O)O)Sc2ccccc2C(=O)O)cc1,89.0,96.8,86.1,91.5,89.2,61.0,94.9,78.9
CC(=O)O[C@H](C[C@H](C(C)C)N(C)C(=O)[C@@H](NC(=O)[C@H]1CCCCN1C)C(C)C)c1nc(C(=O)NC2CCC(C(=O)O)CC2)cs1 (some centres undefined),18.5,45.6,24.2,64.1,22.8,50.4,29.6,22.3
C[C@H]1[C@H](OC(=O)CCC(=O)N(CCCc2cn(-c3ccc([N+](=O)[O-])cc3)nn2)CCNc2ccnc3cc(Cl)ccc23)O[C@@H]2OC3(C)CC[C@H]4[C@H](C)CC[C@@H]1[C@@]24OO3,10.4,43.0,52.8,50.2,8.4*,37.1,31.2,-15.2*
CC12CC=CCC1CCC1C2CCC2(C)C(c3ccc(=O)oc3)CCC12O (centres undefined),-21.6*,-65.4*,-18.5*,-4.4*,3.0*,-4.1*,x,-3.7*
COc1ccc(C(=O)O)cc1OC,96.6,x,x,109.9,108.1,90.1,x,108.4
Nc1nnnc2nc[nH]c12,15.3,43.8,8.7*,14.5,4.7*,-26.6*,-11.9*,5.3*
C=C[Si]12OCCN(CCO1)CCO2,103.4,100.3,113.0,113.2,101.1,96.2,111.1,x
O=S(=O)(F)c1ccc(O)cc1,99.6,96.8,116.8,114.2,102.0,96.4,95.5,100.5
O/N=C/c1ccc2c(c1)OCO2,102.9,97.8,102.4,107.6,103.4,102.9,113.0,93.1
NC1(c2cn(-c3cccc(Cl)c3)nn2)CCCCC1,95.6,96.0,91.0,76.1,96.0,84.5,106.1,x
Cc1cc(C)nc(C)c1.[Cl][Hg][Cl],82.7,100.2,107.9,118.1,83.6,81.8,113.0,x
O=C(CCCCCCC(=O)Nc1ccc(N(CCCl)CCCl)cc1)NO,9.4*,58.9,71.7,85.8,32.6,-9.0*,-64.2*,12.2
CC(C)OC1CCCC(O)C1CC(=O)O (centres undefined),90.2,84.3,114.1,97.4,109.7,93.9,x,111.5
O=C1NC(=O)C(F)C(O)N1 (centres undefined),87.0,87.5,105.4,104.9,99.5,79.9,x,90.6
C[C@]12CCC(=O)CC1CC[C@@H]1C2CC[C@@]2(C)C1CC[C@@H]2OC(=O)CC[Se][Se]CCC(=O)O[C@H]1CCC2[C@@H]3CCC4CC(=O)CC[C@]4(C)C3CC[C@@]21C (some centres undefined),80.8,96.8,52.9,94.3,x,86.5,77.5,x
COc1ccc(C(C)(C)CC(C)(C)C)cc1,95.5,103.7,119.2,103.0,104.0,99.6,97.3,95.2
O=C(O)c1cc(CBr)ccc1O,106.6,115.9,x,x,111.2,108.2,114.8,102.9
S=P(N1CCOCC1)(N1CC1)N1CC1,83.6,109.7,145.9,91.8,120.5,109.8,92.9,98.6

# (next part)
Compound,MCF7,BT-549,HS 578T,MDA-MB-231,K-562,T-47D,MDA-MB-468,SR
c1c2c(cc3c1OCO3)CNCC2,91.0,103.1,108.8,99.8,101.3,90.5,101.0,101.7
CCOP(=O)(OCC)ON1C(=O)c2cccc3cccc(c23)C1=O,77.4,90.3,91.6,104.4,85.5,96.1,129.2,77.4
CCC(C)(C)[C@H](NC(=O)[C@H]1CCCCN1C)C(=O)N(C)[C@H](C[C@@H](OC(C)=O)c1nc(C(=O)N[C@@H](Cc2ccccc2)C[C@H](C)C(=O)O)cs1)C(C)C,23.9,-34.7*,13.3,15.7,6.6*,76.7,7.5*,6.1*
CC1CCCCC12C(=O)NC(=O)NC2=O (centres undefined),96.1&99.5,102.6&117.2,115.8&96.9,121.1&122.0,99.9&89.6,112.5&101.6,102.9,94.3
CC1=C2CCC3C(CCC4(C)C(O)CCC34)C2CCC1=O (centres undefined),103.4,99.1,90.5,101.8,78.2,97.4,96.0,x
CO[C@@H]([CH2][Hg][O]C(=O)c1ccccc1)[C@@H]([CH2][Hg][O]C(=O)c1ccccc1)OC,46.4,110.4,112.9,88.9,30.1,87.7,94.0,50.2
ClC(Cl)(Cl)c1ccccc1,x,94.3,x,110.2,101.0,108.0,107.0,105.2
CC(=O)O[C@@H]1C[C@H]2O[C@@H]3C=C(C)CC[C@]3(C)[C@]1(C)[C@]21CO1,3.9*,-14.3*,22.7,4.3*,4.7*,-2.7*,39.3,0.9*
O=C1Nc2ccccc2Oc2ccc(S(=O)(=O)CC3CS3)cc21 (centres undefined),91.6,107.0,87.8,99.2,95.8,98.8,91.2,105.2
O=C1CC23c4ccccc4N4C(=O)CC5OCC=C6CN1C2CC6C5C43 (centres undefined),94.3,95.1,104.1,112.1,90.2,105.9,104.5,78.5
CC(O)c1cccc(Br)c1 (centres undefined),92.2,x,126.1,130.3,101.3,113.1,110.4,93.2
O=C(NCCCCC(c1ccc(F)cc1)c1ccc(F)cc1)Nc1ccc([N+](=O)[O-])c(C(F)(F)F)c1,1.4*,-28.0*,-3.3*,-70.0*,x,-10.4*,-31.7*,x
COP(=O)(CCBr)OC,96.7,117.9,102.5,111.0,115.2,104.3,x,112.4
CCC(Br)(CC)C(N)=O,96.2,110.4,109.7,102.0,85.3,100.1,95.2,105.8
CC(Cl)(Cl)C(=O)O,95.0,98.8,97.5,105.5,x,101.8,108.3,119.3
C1CCC(N2OC23CCCCC3)CC1 (centres undefined),101.5,116.7,127.0,108.0,105.1,110.5,105.3,99.0
Nc1nc(N)c2c3c([se]c2n1)CCCCC3,86.6,112.7,98.4,101.8,93.9,103.4,94.9,106.6
C[C@H](N)[C@H](O)c1ccc(O)c(O)c1,97.0,85.4,112.1,89.4,105.6,108.4,122.1,x
CC1=C(CN)C2=C(C)C3(CC3)[C@@](C)(O)C(=O)C2=C1,85.1,63.3,86.0,95.2,111.2,88.6,73.2,x
CC/C(=C/c1ccc2c(c1)OCO2)[N+](=O)[O-],94.0,104.7,117.5,101.2,103.1,99.9,127.4,106.1
CC(C)=CCc1c(O)c(C(=O)CC(C)C)c(O)c2c(-c3ccccc3)cc(=O)oc12,28.3,30.4,47.0,5.9*,28.0,33.4,23.1,41.5
Nc1c(C(=O)c2ccccc2)sc2nc3c(cc12)N1CCC3CC1,98.9,91.1,101.6,90.6,85.0,100.8,88.6,83.7
O=C1C(Cl)=C(N2CCOCC2)C(=O)c2ccccc21,93.4,106.4,116.5,84.2,-36.7*,-23.0*,-81.0*,-37.1*
C[C@]12CC[C@H]3[C@@H](CC=C4c5nc(N)sc5CC[C@@]43C)[C@@H]1CC[C@@H]2O,104.1,99.5,104.5,111.4,95.2,92.2,91.2,91.6
CC[C@@]1(O)C[C@H](OC2CC(N(C)C)C(O)C(C)O2)c2c(O)c3c(c(O)c2[C@H]1OC1CC(N(C)C)C(O)C(C)O1)C(=O)c1cccc(O)c1C3=O (some centres undefined),-8.3*,-61.3*,-38.5*,-9.7*,-28.5*,1.6*,x,-7.1*
Cn1c(O)c(/C=C2\C=c3ccccc3=NC2=O)c(=O)n(C)c1=O,91.4,94.4,93.1,98.2,103.1,94.8,99.7,88.8
CCN1C(=O)C(=C/C=C/c2ccccc2)C(=O)N(CC)C1=O,74.5,91.9,91.2,86.4,79.4,96.3,93.1,-6.6*
CNCCc1ccc(OC)c(OC)c1,115.7,103.8,111.6,103.4,112.4,107.0,96.7,x
CCCCSP(=S)(SCCCC)SCCCC,98.6,x,96.6,100.6,97.9,104.1,115.9,99.6
CC(=O)/C=C/c1ccc2c(c1)OCO2,100.7,100.0,105.9,95.1,105.8,106.7,96.6,98.3
CN(C)C(C)(C)C(O)c1ccccc1 (centres undefined),96.9,111.4,103.0,96.0,104.8,87.8,101.3,98.7
Clc1ccccc1CC(c1ccccc1)N1CCCCC1 (centres undefined),104.9,78.1,107.8,103.2,87.0,78.8,107.9,99.5
CC1(C)CC2(CC(C)(C)c3cc(O)c(O)cc32)c2cc(O)c(O)cc21,94.5,110.6,89.2,91.5,x,104.5,83.1,70.3

# Exported as labelled records: four of the compounds above.
CNCCc1ccc(OC)c(OC)c1
  MCF7: 115.7	BT-549: 103.8	HS 578T: 111.6	MDA-MB-231: 103.4	K-562: 112.4	T-47D: 107.0	MDA-MB-468: 96.7	SR: x
CCCCSP(=S)(SCCCC)SCCCC
  MCF7: 98.6	BT-549: x	HS 578T: 96.6	MDA-MB-231: 100.6	K-562: 97.9	T-47D: 104.1	MDA-MB-468: 115.9	SR: 99.6
CC(=O)/C=C/c1ccc2c(c1)OCO2
  MCF7: 100.7	BT-549: 100.0	HS 578T: 105.9	MDA-MB-231: 95.1	K-562: 105.8	T-47D: 106.7	MDA-MB-468: 96.6	SR: 98.3
CN(C)C(C)(C)C(O)c1ccccc1 (centres undefined)
  MCF7: 96.9	BT-549: 111.4	HS 578T: 103.0	MDA-MB-231: 96.0	K-562: 104.8	T-47D: 87.8	MDA-MB-468: 101.3	SR: 98.7

# Only part of the results is shown; the hit share may differ from the screen's.
